Screens deposited in PubChem by National Center for Advancing Translational Sciences (NCATS).
GAA inh – qHTS Assay for Inhibitors of Human alpha-Glucosidase as a Potential Chaperone Treatment of Pompe Disease; AID 1466, 2008; Lysosomal alpha-glucosidase (Homo sapiens), P10253; Potency, µM (highest dose often 76.9 µM), for inactives: top-dose activity change, negative = inhibition, hits mostly inhibitors; purified human GAA, 4-MU-alpha-glucoside fluorescence; actives 0.005% (n = 200,000);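 further: potency means the concentration at half of the fitted maximal effect; plate controls were uninhibited enzyme wells for no effect and no-enzyme background for full effect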
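Activity normalized between no-enzyme (basal) and enzyme-only wells. Conditions: 4 nM human enzyme, 400 uM fluorogenic substrate, citrate/phosphate pH 5.0 with Tween-20, 20 min room temperature, compounds up to 77 uM.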
GAA glycogen mod – qHTS Assay for Inhibitors and Activators of Human alpha-Glucosidase Cleavage of Glycogen. Lysosomal alpha-glucosidase (Homo sapiens), P10253. recombinant GAA, glycogen substrate, Amplex Red glucose oxidase fluorescence. Potency, µM (series often up to 76.4 µM), for inactives: at the highest dose activity change, negative = inhibition, hits mostly inhibitors. actives 0.38% (n = 300,000);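 further: potency means the concentration at half of the fitted maximal effect; 0% = full enzyme reaction and -100% = no-enzyme basal signal; the screen sought inhibitors and activators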
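Natural-substrate format: glycogen cleavage by 4 nM human enzyme, glucose read by Amplex Red coupling (Ex 573, Em 610 nm). Normalized to enzyme and no-enzyme controls.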
aGlu spleen mod – qHTS Assay for Inhibitors and Activators of Human alpha-Glucosidase From Spleen Homogenate | AID 2112, 2009 | Potency, µM (doses to about 79.9 µM), without a hit: at the top dose activity change, negative = inhibition, actives largely listed as inhibitors | human spleen homogenate, 4-MU-alpha-glucoside fluorescence | Lysosomal alpha-glucosidase (Homo sapiens), P10253 | actives 0.006% (n = 240,000);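 further: potency means the concentration at half of the fitted maximal effect; 0% = enzyme with vehicle and -100% = no enzyme basal signal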
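Human spleen homogenate (1 ug) incubated with compounds and 1 mM 4-methylumbelliferyl-alpha-D-glucopyranoside in pH 5.0 citrate/phosphate buffer, 37 C, 40 min. Stopped at pH 10; 4-MU fluorescence (Ex 365/Em 440 nm); AC50 by Hill fit.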
LMNA splice mod – qHTS Assay for Modulators of Lamin A Splicing; HeLa LMNA splicing GFP/RFP minigene ratio, 48 h; Potency, µM (highest dose often 46.1 µM), for inactives: at the top dose ratio change, negative = inhibition, usual class: inhibitors; actives 0.01% (n = 200,000); active means well fitted inhibition curve with a large enough effect in the signal ratio, with a control signal flat, not every such curve was filed as active; inconclusive means small, poorly fitted or top-dose-only effect, or effect the other way, or a change in a side signal; the % refers to the signal ratio; further: potency means the concentration at half of the fitted maximal effect; on the % scale 0 is the no-effect control and ±100 the full control effect
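S3 HeLa cells stably expressing lamin A-EGFP splicing minigene plus DsRed2, 600 cells/well, 48 h compound exposure at 37C. Laser-scanning cytometry; analysed as GFP (500-530 nm)/RFP (575-640 nm) total intensity ratio; 0.5% DMSO vehicle.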
CBFb RUNX1 block – qHTS Assay for Compounds Blocking the Interaction Between CBF-beta and RUNX1 for the Treatment of Acute Myeloid Leukemia; AlphaScreen CBFb-His/RUNX1-biotin binding, biochemical; Runt-related transcription factor 1 (Homo sapiens) + Core-binding factor subunit beta …; 230,000 tested, under 10 active; Potency, µM (titrated, usually from 59.8 µM), without a hit: at the top dose activity, negative = inhibition, hits mostly inhibitors; further: % of control where 0% means no effect
Target sequence (Q01196 whole entry, looked up): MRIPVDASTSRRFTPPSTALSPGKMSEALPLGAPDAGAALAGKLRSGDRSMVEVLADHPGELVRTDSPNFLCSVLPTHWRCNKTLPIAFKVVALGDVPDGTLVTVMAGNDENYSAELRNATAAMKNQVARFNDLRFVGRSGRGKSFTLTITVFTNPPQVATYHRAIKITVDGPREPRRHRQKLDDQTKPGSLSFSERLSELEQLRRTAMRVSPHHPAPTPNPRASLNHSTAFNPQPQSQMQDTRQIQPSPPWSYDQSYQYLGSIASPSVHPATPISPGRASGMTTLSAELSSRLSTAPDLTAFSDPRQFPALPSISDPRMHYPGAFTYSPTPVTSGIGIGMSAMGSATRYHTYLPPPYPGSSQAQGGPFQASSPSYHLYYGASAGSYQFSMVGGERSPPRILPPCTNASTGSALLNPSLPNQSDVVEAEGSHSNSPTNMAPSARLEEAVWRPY
Target sequence (Q13951 whole entry, looked up): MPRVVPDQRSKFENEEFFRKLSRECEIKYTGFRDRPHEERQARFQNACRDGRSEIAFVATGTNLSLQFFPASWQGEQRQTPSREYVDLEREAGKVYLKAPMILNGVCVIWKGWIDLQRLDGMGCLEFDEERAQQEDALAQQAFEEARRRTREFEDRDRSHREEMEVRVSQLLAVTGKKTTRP
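CBF-beta (His) and RUNX1 (biotin), 30 nM each; 20 min preassociation; + compound, 15 min; + beads 50 ng each (Ni, streptavidin), 90 min; RT; AlphaScreen read.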
HTT cytoprotect – qHTS Multiplex Assay to Identify Dual Action Probes in a Cell Model of Huntington: Cytoprotection (ATP); PC12 HTT-Q103 induced, cytoprotection, ATP luminescence, 40 h; actives 0.14% (n = 230,000); AID 1471, 2008; Potency, µM (top dose mostly 56.4 µM), for inactives: cytoprotection (ATP increase), usual class: activators;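 further: potency means the concentration at half of the fitted maximal effect; % of control where 0% means no effect; nearly all actives have a fitted effect of over 45% in size; toxic huntingtin expression switched on by the ecdysone agonist tebufenozide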
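PC12 cells stably carrying ecdysone-inducible Htt exon 1 (Q103)–GFP were induced with 100 nM tebufenozide (final) alongside library compounds in a dose series. Cytoprotection was scored as retained ATP by ATPlite luminescence.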
HTT aggregate – qHTS Multiplex Assay to Identify Dual Action Probes in a Cell Model of Huntington: Aggregate Formation (GFP); PC12 HttQ103-GFP aggregates, Acumen cytometry, 40 h; Potency, µM (titrated, usually from 46.1 µM), without a hit: at the top dose activity change, negative = inhibition, most hits filed as inhibitors; actives 1.1% (n = 220,000); AID 1688, 2009; further: potency means the concentration at half of the fitted maximal effect; on the % scale 0 is the no-effect control and ±100 the full control effect; nearly all actives have a fitted effect of over 60% in size
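Compounds (qHTS titration) were added to PC12 cells expressing an ecdysone-driven HTT exon 1 Q103–GFP fusion after induction with 100 nM tebufenozide. Aggregate formation was measured as GFP objects in cell lysates.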
Active calls of the source: *; u = inconclusive; x = not tested or not shown; & = joins results of further samples; [ ] = remark or other dose. Unless noted, the call rests on the fitted dose curve; in most records, active means well fitted curve in the direction sought with a large enough effect; inconclusive means small, poorly fitted or top-dose-only effect, or another doubt; inactive means no such curve, though single readings can be large; an effect the other way counts as inactive or inconclusive.

SMILES	GAA inh	GAA glycogen mod	aGlu spleen mod	LMNA splice mod	CBFb RUNX1 block	HTT cytoprotect	HTT aggregate
NCCc1c[nH]c2ccc(OCc3ccccc3)cc12	x	-1%	-4%	x	-11%	1%[10 µM]	17%[9.22 µM]
CC(=O)OC1CN2CCC1CC2 (stereo not given)	x	x	8%	x	3%	u	14%
O=C(O)Cc1cnc[nH]1	x	x	-3%&-15%&7%	-8%	6%&25%&2%	-21%	x
O=C/C=C/c1ccccc1	x	x	-3%&6%&-9%	u	5%	10%&-1%&-26%	23%
Nn1c(Cc2cccc3ccccc23)n[nH]c1=S	-3%	-1%	-1%	-13%[46 µM]	u	-33%[inhibitor]	9%
N=Cc1c(O)n(-c2ccc(C34CC5CC(CC(C5)C3)C4)cc2)c(=O)[nH]c1=O	-2%	5%	-3%	1%	1%	x	u
COc1ccc(N/N=C/c2c(O)n(-c3cccc(C)c3)c(=O)[nH]c2=O)cc1	8%	u	1%	14%[46 µM]	-6%	26%[10 µM]	2%[9.22 µM]
CS(=O)(=O)NNP(=O)(NNS(C)(=O)=O)NC(=O)c1ccccc1	-1%[15.4 µM]	-2%	0%	x	4%	-2%[10 µM]	-14%[9.22 µM]
CCn1c(O)c(N=Nc2cccc(S(=O)(=O)N3CCOCC3)c2)c(=O)n(CC)c1=S	x	4%	4%	x	-2%	5%[10 µM]	-20%[9.22 µM]
CC12CN3CC(C)(CN(C1)C3c1cccs1)C2O (stereo not given)	-1%[15.4 µM]	7%	-3%	-3%	3%	13%[0.074 µM]	-9%
CCCN(CCC)C(=O)Cc1c(-c2ccc(Cl)cc2)nc2c(Cl)cc(Cl)cn12	x	x	4%	u	4%	8%[1.9 µM]	x
CCCCCCn1c(N)c(C(=O)NCCN2CCOCC2)c2nc3ccccc3nc21	u	-9%	6%	u	u	-27%[0.074 µM]	32µM*
N#Cc1ccc(Cn2cc(C(=O)c3ccco3)c3ccccc32)cc1	-3%	-6%	-13%	u	-3%	-14%	u
C[C@]12C=CC(=O)C=C1CC[C@@H]1[C@@H]2CC[C@@]2(C)[C@H]1CC[C@]2(C)O	x	x	3%	u	6%	-27%	15%
C=CCn1c(O)c(C(CC)=Nc2cccc(C(=O)O)c2)c(=O)[nH]c1=O	x	5%	-1%	x	1%	19%[10 µM]	18%[9.22 µM]
COc1cccc(N2C(=O)NC(=O)C3(Cc4cc(C)ccc4N(C)C3)C2=O)c1 (stereo not given)	-8%	-22%	-9%	-4%	7%	2%	-8%
Cc1ccc(-c2nc3ccccc3c(=O)n2-c2nccs2)cc1	-1%	0%	-11%	3%	1%	-7%	-2%
CCCNS(=O)(=O)c1ccc(OCC(=O)N2CCN(Cc3ccccc3)CC2)cc1	-9%	7%	-3%	u	0%	2%	-21%
Cn1c(O)c(C(=O)c2ccccc2F)c(=O)n(C)c1=O	1%	-1%	-2%	0%	2%	4%	11%
O=C1NC(=S)NC(=O)C1=Cc1cccc2cc3ccccc3cc12	0%	-7%	-2%	x	-5%	-2%&-4%[10 µM]	-4%[9.22 µM]
CCOP(=O)(OCC)C(NS(=O)(=O)c1ccccc1)C(Cl)(Cl)Cl (stereo not given)	u	2%	-4%	u	-8%	16%[10 µM]	27%[9.22 µM]
N[C@@H](Cc1ccc(N(CCCl)CCCl)cc1)C(=O)O	x	x	15%	x	2%[21.7 µM]	-199%&-179%[inhibitor]	-45%
CCCCNC(=O)Oc1c(Br)cc2sc(=O)oc2c1Br	x	-19%	-2%	x	u	16%[10 µM]	-9%[9.22 µM]
O=C(N/N=C/c1c(O)n(Cc2ccccc2)c(=O)[nH]c1=O)c1ccccc1	-4%	14%	-3%	-2%	x	2%[10 µM]	-30%
CCC1(CCCC(=O)c2ccc(F)cc2)C(=O)NC(=S)NC1=O	-1%	-9%	-1%	u	4%	3%[10 µM]	-4%
COc1ccc(CCn2c(O)c(C=NCCCO)c(=O)[nH]c2=O)cc1OC	13%	8%	-4%	u	3%	0%[0.074 µM]	6%
O=Cc1cn(Cc2ccc([N+](=O)[O-])cc2)c2ccccc12	2%	-24%	-10%	u	-7%	-7%[10 µM]	3%
Cc1cc(C=C2C(=O)NC(=S)NC2=O)c(C)n1-c1ccc2c(c1)OCO2	0%	-8%	-6%	u	1%	16%[10 µM]	-2%
CC(C)(C)c1o[nH]c(=O)c1CC(N)C(=O)O (stereo not given)	x	x	-8%	u	11%	x	x
O=C(OCCCCN1C(=O)c2ccccc2C1=O)c1ccc(Br)o1	-2%	0%	-3%	u	29%	17%[10 µM]	-3%
C=CCn1c(O)c(C(CC)=NCc2ccco2)c(=O)[nH]c1=O	x	-5%	2%	x	0%	-6%[10 µM]	2%[9.22 µM]
CC(=O)OCC(=O)[C@@H]1CC[C@H]2[C@H]3CC[C@H]4C[C@@H](O)CC[C@]4(C)[C@@H]3C(=O)C[C@@]12C	x	x	3%[29.1 µM]	-7%	-8%[21.7 µM]	13%[17.1 µM]	11%[20.6 µM]
COc1ccc(CN2C(=O)NC(=O)/C(=C/c3ccc(OC)c(OC)c3OC)C2=O)cc1	x	-24%	8%	x	-1%	1%[10 µM]	-14%[9.22 µM]
OCC#CC[N+]1(CC#Cc2ccccc2)CCCC1	u	-7%	0%	13%[46 µM]	2%	15%[10 µM]	16%[9.22 µM]
O=C1C2CCN(CC2)C1Cc1ccc(OCCOc2ccccc2)cc1 (stereo not given)	2%	-2%	-17%	-6%	2%	-6%	-13%
OCCNc1c2c(nc3ccccc13)CCCC2	-6%	0%	-4%	-3%	2%	-16%	-10%
O=c1[nH]c(O)c(N=Nc2cccc(S(=O)(=O)N3CCOCC3)c2)c(=O)[nH]1	-5%	14%	-1%	19%[46 µM]	11%	-30%	-15%
C[C@H]1CC[C@@H]2[C@@H](C)[C@H]3[C@H](C[C@H]4[C@@H]5CC=C6C[C@@H](O[C@@H]7O[C@H](CO)[C@H](O)[C@H](O[C@@H]8O[C@H](CO)[C@@H](O)[C@H](O)[C@H]8O)[C@H]7O[C@@H]7O[C@@H](C)[C@H](O)[C@@H](O)[C@H]7O)CC[C@]6(C)[C@H]5CC[C@]34C)N2C1	4%[15.4 µM]	-12%	-1%	-3%	-2%	x	-25%
COCCN1Cc2cc(=O)n3c([nH]c4ccccc43)c2C1=N	u	1%	u	-7%[9.22 µM]	9%	-14%	5%
CCOC(=O)c1sc2ccccc2c1NC(=O)c1coc2ccccc2c1=O	u	-2%	1%	-7%	3%	1%[10 µM]	-19%
O=c1[nH]c(=S)[nH]c(O)c1N=Nc1ccc(-c2ccccc2)cc1[N+](=O)[O-]	-7%	-15%	-5%	u	u	-29%	31%
Oc1cc2c(cc1O)[C@H]1c3ccccc3CNC1CC2 (stereo not given in full)	x	x	-8%	u	-1%	x	x
O=C(c1ccc2c(c1)ncn2C1CCCCCC1)N1CCC2(CC1)OCCO2	u	5%	-1%	15%	1%	-1%	3%
Cc1cccc(N2CCc3c2nc2ccccc2c3N)c1	u	12%&-6%	20%&-2%	u	-1%&-8%	-16%&17%[10 µM]	-21%&-22%
O=C1NC(=O)C(CCc2ccncc2)(c2ccccc2)C(=O)N1	-4%	4%	0%	-4%	-6%	5%	13%

Random excerpt: two records from the list, in no set order.
SMILES	GAA inh	GAA glycogen mod	aGlu spleen mod	LMNA splice mod	CBFb RUNX1 block	HTT cytoprotect	HTT aggregate
N=Cc1c(O)n(-c2ccc(C34CC5CC(CC(C5)C3)C4)cc2)c(=O)[nH]c1=O	-2%	5%	-3%	1%	1%	x	u
COc1cccc(N2C(=O)NC(=O)C3(Cc4cc(C)ccc4N(C)C3)C2=O)c1 (stereo not given)	-8%	-22%	-9%	-4%	7%	2%	-8%

Continuation:
SMILES	GAA inh	GAA glycogen mod	aGlu spleen mod	LMNA splice mod	CBFb RUNX1 block	HTT cytoprotect	HTT aggregate
C[C@@H]1O[C@@H](O[C@H]2CC[C@]3(C=O)C4CC[C@]5(C)[C@@H](C6=CC(=O)OC6)CC[C@]5(O)[C@@H]4CC[C@]3(O)C2)[C@H](O)[C@H](O)[C@H]1O (stereo not given in full)	x	x	6%	x	1%	-11%	x
CN1CCN(c2cc(N3CCCCCC3)c(F)cc2[N+](=O)[O-])CC1	-1%	5%	-9%	u	-11%	x	18%
CCCCn1c(O)c(C=NC2CCCCC2N)c(=O)[nH]c1=O (stereo not given)	-1%	0%	0%	1%	8%	-3%	u
Cc1ccnc(-n2c(C)cc(/C=C3\C(=O)NC(=S)N(C)C3=O)c2C)c1	-2%	-13%	-1%	-13%	-16%	-6%[10 µM]	-3%
CCc1ccc(CN2CCN(Cc3ccc(SC)cc3)CC2)cc1	-3%	5%	4%	x	-11%	-43%[inhibitor]	-18%
Cc1ccc(/C=C2/C(=O)NC(=O)N(CC3CCCO3)C2=O)s1 (stereo not given)	8%	-2%	3%	0%	0%	x	18%
C[C@H]1CC[C@@H]2[C@@H](C)[C@H]3[C@H](C[C@H]4[C@@H]5CC=C6CC(O[C@@H]7O[C@H](CO)[C@H](O)[C@H](O[C@@H]8O[C@H](CO)[C@@H](O)[C@H](O)[C@H]8O)[C@H]7O[C@H]7O[C@@H](C)[C@H](O)[C@@H](O)[C@H]7O)CC[C@]6(C)[C@H]5CC[C@]34C)N2C1 (stereo not given in full)	x	x	7%	u	-12%[21.7 µM]	-102%[inhibitor]	22µM*
COC(=O)[C@@H]1C[C@H]1[C@@H](NP(=O)(c1ccccc1)c1ccccc1)c1ccccc1	-1%	5%	-7%&-7%	u	2%[2.36 µM]	-101%[inhibitor]	18%
Nc1ccncc1Cl	u	4%	-1%	13%[46 µM]	-11%	10%[10 µM]	3%
CN(C)CCCN=Cc1c(O)n(Cc2ccco2)c(=O)[nH]c1=O	-1%	6%	-12%	x	4%	-12%	-23%
Cc1cccn2c(=O)c3c(nc12)N1CCCCCC1C1(C3)C(=O)N(C)C(=O)N(C)C1=O (stereo not given)	-17%	7%	-3%	x	8%	12%[10 µM]	18%[9.22 µM]

An excerpt (hit frequency here may not be typical).
